# High-throughput results (PubChem BioAssay)
# HCV inhibitor: HCV inhibition; hit rate 3.4% among 340,000; Huh7.5.1 HCVcc-Cre infection, luciferase reporter, 44 h; Potency, µM (doses to about 41.8 µM), for the others: at the highest dose activity change, negative = inhibition, usual class: inhibitors; note: potency is the fitted concentration of half-maximal effect
#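 Compounds are dispensed onto cells plated 4 h earlier at 1,000 per well, with HCVcc-Cre virus (about 0.5 moi) added next. Following 44 h of culture, luminescent signal is measured for 15 sec after 15 min with substrate at room temperature.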
# HCMV inh: inhibitors of human cytomegalovirus. HFF cells, HCMV-luciferase reporter, 72 h; active compounds read low. activity change, negative = inhibition, % at 57.5 µM. hit rate 4.5% among 410,000. AID 1259415; in the data active = activity change below about -60%; inconclusive = no clear call, values can overlap the other calls; inactive = above about -39%
#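 Compounds were evaluated in HFFs infected with an HCMV luciferase reporter virus (MOI 1 PFU/cell). Luciferase in lysates collected 72 h post infection served as the replication measure.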
# LmPK inh: inhibitors of Leishmania mexicana pyruvate kinase; purified LmPK, Kinase-Glo ATP luminescence, 1 h; Potency, µM (titrated, usually from 57.5 µM), without a hit: at the top dose activity change, negative = inhibition, most hits filed as inhibitors; hit rate 0.37% among 290,000; note: potency is the fitted concentration of half-maximal effect
# Target sequence (Q27686 whole entry, looked up): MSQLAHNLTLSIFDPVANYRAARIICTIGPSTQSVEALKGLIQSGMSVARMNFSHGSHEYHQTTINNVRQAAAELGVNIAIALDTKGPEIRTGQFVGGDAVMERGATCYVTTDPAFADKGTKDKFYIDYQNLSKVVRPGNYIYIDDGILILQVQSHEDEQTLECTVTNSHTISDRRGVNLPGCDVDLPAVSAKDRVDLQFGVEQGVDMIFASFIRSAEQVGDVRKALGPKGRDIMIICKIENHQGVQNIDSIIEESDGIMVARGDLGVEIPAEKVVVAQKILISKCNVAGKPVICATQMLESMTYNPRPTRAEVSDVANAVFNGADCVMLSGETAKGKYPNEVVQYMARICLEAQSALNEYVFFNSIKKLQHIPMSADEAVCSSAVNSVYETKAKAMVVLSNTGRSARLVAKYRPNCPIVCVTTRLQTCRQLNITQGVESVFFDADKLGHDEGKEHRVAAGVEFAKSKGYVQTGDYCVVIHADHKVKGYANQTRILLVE
#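 Purified LmPK (0.1 nM) with 0.5 mM PEP and 0.1 mM ADP in imidazole buffer pH 7.2 with MgCl2/KCl, 1 h at room temperature. ATP formed was read by luciferase luminescence and normalized to no-enzyme and uninhibited controls.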
# TbPYK inhibitor: inhibitors of Trypanosoma brucei pyruvate kinase. Q57TT1. TbPYK enzyme, Kinase-Glo Plus ATP luminescence, 45 min. Potency, µM (series often up to 76.8 µM), for inactives: at the top dose activity, negative = inhibition, hits mostly inhibitors. hit rate 0.12% among 410,000. AID 624173; note: potency is the fitted concentration of half-maximal effect; nearly all actives have a fitted effect of over 50% in size
#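 Luminescence from Kinase-Glo Plus, added after a 45-minute room-temperature reaction, served as the end-point read-out. The enzyme and substrate were preincubated with compound before ADP (130 uM final) initiated turnover. Concentration-effect curves came from normalized qHTS data.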
# AmpC no deterg: blocks E. coli AmpC beta-lactamase in detergent-free assay | AID 485341 | P00811 | AmpC nitrocefin hydrolysis, absorbance 480 nm, 0.0001% Triton | Potency, µM (top dose mostly 57.1 µM), for the others: at the highest dose activity change, negative = inhibition, actives largely listed as inhibitors | hit rate 0.52% among 330,000;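 note: potency is the fitted concentration of half-maximal effect; plate controls were no compound for no effect and no enzyme for full effect; nearly all actives have a fitted effect of over 20% in size; some results filed as inactive show a strong effect at the top dose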
# Target sequence (P00811 whole entry, looked up): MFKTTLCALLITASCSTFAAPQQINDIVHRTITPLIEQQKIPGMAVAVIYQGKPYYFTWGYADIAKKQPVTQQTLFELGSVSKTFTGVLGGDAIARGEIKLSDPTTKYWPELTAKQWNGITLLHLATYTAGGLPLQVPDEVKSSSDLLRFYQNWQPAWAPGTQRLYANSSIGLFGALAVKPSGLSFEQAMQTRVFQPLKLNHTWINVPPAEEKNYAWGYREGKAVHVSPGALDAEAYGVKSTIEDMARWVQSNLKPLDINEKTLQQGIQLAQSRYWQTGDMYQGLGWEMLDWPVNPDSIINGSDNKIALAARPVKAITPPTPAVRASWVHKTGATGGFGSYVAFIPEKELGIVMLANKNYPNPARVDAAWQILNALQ
#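 20 mM phosphate pH 7.0 + 0.01% (detergent screen) or 0.0001% Triton X-100; 5.3 nM AmpC reagent; cpd preinc 15 min RT; nitrocefin (800 uM stock) to start; A480 q20 s × 4 min; Activity was normalised to no-enzyme and no-compound control wells.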
# AMA1-RON2 inh: inhibitors of Plasmodium falciparum AMA1-RON2 interaction. AlphaScreen AMA1-biotinylated RON2 peptide binding. Potency, µM (doses to about 58.2 µM), for inactives: top-dose activity change, negative = inhibition, most hits filed as inhibitors. hit rate 0.2% among 360,000;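 note: potency is the fitted concentration of half-maximal effect; 0% = vehicle wells and -100% = peptide control; nearly all actives have a fitted effect of over 45% in size; some results filed as inactive show a strong effect at the top dose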
#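 AMA1 (3D7) with his tag at 25 nM final met compounds first, then biotinylated RON2 peptide at 25 nM; detection used donor plus acceptor beads, 10 µg/mL apiece, read by AlphaScreen after 30 min at room temperature.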
# AmpC detergent: blocks E. coli AmpC beta-lactamase in detergent assay. AID 485294. P00811. AmpC hydrolysis of nitrocefin, absorbance 480 nm, 0.01% Triton. hit rate 0.041% among 370,000. Potency, µM (highest dose often 114 µM), for the others: at the highest dose activity change, negative = inhibition, hits mostly inhibitors;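 note: potency is the fitted concentration of half-maximal effect; 0% = no-compound wells and -100% = no-enzyme wells; nearly all actives have a fitted effect of over 25% in size; some results filed as inactive show a strong effect at the top dose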
#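 20 mM phosphate pH 7.0 + 0.01% (detergent screen) or 0.0001% Triton X-100; 5.3 nM AmpC reagent; cpd preinc 15 min RT; nitrocefin (800 uM stock) to start; A480 q20 s × 4 min; Activity was normalised to no-enzyme and no-compound control wells.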
# Starred values were filed as active, the others as inactive; u = inconclusive; x = no result given; [ ] = remark or other dose. Unless noted, calls come from the whole dose curve; as a rule, active = well fitted curve in the direction sought with a large enough effect; inconclusive = small, poorly fitted or top-dose-only effect, or another doubt; inactive = no such curve, though single readings can be large; an effect the other way counts as inactive or inconclusive. Unless noted, % is set by controls: 0 for no effect and ±100 for the full control effect. The order is random, and some 7.5% of all compounds hit somewhere here.
SMILES,HCV inhibitor,HCMV inh,LmPK inh,TbPYK inhibitor,AmpC no deterg,AMA1-RON2 inh,AmpC detergent
COc1ccc(Nc2nc(-c3ccccc3O)nc3ccccc23)cc1,u,u,-2.6%,-9.9%,2µM*,-16.4%,0.1%
COc1ccc2c3c(c(=O)oc2c1OCC(N)=O)CCCC3,-21.5%,-7.9,-9.1%,3.0%,-13.9%,0.0%,1.2%
CCc1nc(SCC(=O)N2CCCC2)c2c(=O)n(C)c(=O)n(C)c2n1,x,4.6,-6.1%,1.6%,-5.9%,-2.1%,0.2%
O=C(c1cccs1)N1CCC(c2nc3c(nnn3Cc3cccc(Cl)c3)c(=O)[nH]2)CC1,22.1%,12.7,4.0%,-11.7%,43.1%,-6.0%,4.0%
COc1ccc(CCN=C(N)NS(=O)(=O)c2cccs2)cc1OC,4.4%,-32.9,-1.6%,2.1%,-49.2%,5.0%,10.2%
O=C(Nc1cccnc1)c1ccc(Cl)c(S(=O)(=O)N2CCCCC2)c1,u,-22.4,7.9%,-1.1%,-9.2%,-0.5%,-16.9%
CC1(C)SC(=S)N(/N=C/c2ccc(O)cc2)C1N(O)C(=O)Nc1ccc([N+](=O)[O-])cc1 (stereo not drawn),u,-14.3,3.1%,-11.3%,-37.1%,-16.6%,0.5%
CCn1cc(C(=O)NCc2ccco2)c(=O)c2cc(S(=O)(=O)N3CCCC3)ccc21,u,-31.7,0.2%,-9.3%,-19.2%,-4.1%,-10.5%
Cc1cc(C)cc(NC(=O)COC(=O)c2cc(C)oc2C)c1,-14.3%,42.2,5.6%,1.0%,-15.4%,-1.9%,-16.4%
CCN(Cc1ccccc1)CC(O)COc1ccccc1 (stereo not drawn),-0.9%,-5.9,5.1%,3.3%,-4.0%,17.6%,0.6%
Cc1ccc(NC(=O)Cn2nc(C(=O)O)c3ccccc3c2=O)cc1S(=O)(=O)N1CCCCCC1,16.5%,-34.4,x,1.7%,x,-7.9%,x
CC1=CC(=C(C#N)c2nc3ccccc3s2)C=C(C)N1c1ccc(F)cc1,4.1%,-22.4,2.6%,31.7%,-21.0%,18.2%[11.6 µM],-4.6%
COc1ccc(CC(=O)NC2CCS(=O)(=O)C2)cc1 (stereo not drawn),14.5%,-12.5,x,3.7%,-17.3%,4.6%,-0.2%
CCCc1[nH]n(-c2ccc([N+](=O)[O-])cc2)c(=O)c1C=NCCCn1ccnc1,u,-11.2,-3.5%,-11.6%,92.2%[activator],-15.8%,-3.8%
O=c1oc2cc(O)c(Cl)cc2c2ccccc12,-1.9%,22.3,-6.4%,-11.9%,-19.8%,1.9%,-6.1%
COc1cc(C)c(CNc2ccc(OC)c(OC)c2)cc1C,x,x,0.0%,x,4.8%,x,u
COc1ccccc1Cc1c(-c2ccc(Cl)cc2)nc2c(C)cc(Br)cn12,x,4.9,x,4.7%,x,-4.2%,x
Cc1ccc(S(=O)(=O)N2CCCN(C(=O)CNC(=O)c3ccccc3)CC2)cc1,13.2%,-5.6,x,1.6%,-1.1%,17.7%,-14.5%
Cn1cc(S(=O)(=O)N2CCC(Cc3ccccc3)CC2)c(=O)n(C)c1=O,-5.3%,-5.7,17.0%,-0.1%,27.7%,-1.5%,u
CCn1cc(C(=O)NCc2ccc3c(c2)OCO3)c2cc(OC)c(OC)cc2c1=O,u,28.4,4.8%,1.1%,-7.3%,9.6%,-3.7%
N/C(=N\NC(=O)c1ccc(Cl)cc1)c1cnccn1,1.2%,16.5,-6.5%,6.0%,-5.0%,108.2%[activator],3.5%
CCNc1cccc2c1C(=O)N(C)C2=O,u,20.1,-2.9%,1.0%,-7.7%,-1.4%,u
COC(=O)N/C(C)=C1/NC(=O)c2ccccc2C(c2ccccc2)N1 (stereo not drawn),-2.1%,-6.2,-7.5%,-6.7%,-10.1%,-4.1%,u
CCOCCCNC(=O)c1cn(C)c(=O)c2cc(OC)c(OC)cc12,12.5%,24.1,-1.5%,-1.9%,-12.6%,-5.8%,-5.9%
NC(=O)[C@@H]1CCCN1Cc1nc(Cc2cccc(C(F)(F)F)c2)no1,-6.3%,u,-1.0%,-3.9%,10.8%,5.3%,-1.9%

# A draw from above in order of length of the SMILES, lowest first.
SMILES,HCV inhibitor,HCMV inh,LmPK inh,TbPYK inhibitor,AmpC no deterg,AMA1-RON2 inh,AmpC detergent
COc1ccc2c3c(c(=O)oc2c1OCC(N)=O)CCCC3,-21.5%,-7.9,-9.1%,3.0%,-13.9%,0.0%,1.2%
Cc1cc(C)cc(NC(=O)COC(=O)c2cc(C)oc2C)c1,-14.3%,42.2,5.6%,1.0%,-15.4%,-1.9%,-16.4%
COc1ccc(CCN=C(N)NS(=O)(=O)c2cccs2)cc1OC,4.4%,-32.9,-1.6%,2.1%,-49.2%,5.0%,10.2%

# Going on with the list:
SMILES,HCV inhibitor,HCMV inh,LmPK inh,TbPYK inhibitor,AmpC no deterg,AMA1-RON2 inh,AmpC detergent
O=C(CCNC(=O)c1ccccc1Cl)Nc1nc2ccccc2[nH]1,9.9%,16.7,x,1.2%,-17.2%,-2.0%,x
O=C(Nc1ccc(Oc2ccccc2)cc1)N[C@@H](Cc1ccccc1)C(=O)O,14.6%,17.7,-2.5%,-10.4%,-14.8%,25.3%,-3.1%
Cc1ccccc1C(=O)N1CCN(c2nc(N3CCOCC3)nc(N3CCOCC3)n2)CC1,3.1%,-4.7,0.4%,-18.4%,-2.0%,0.1%,2.0%
O=C(Nc1nnc(-c2ccccc2)o1)Nc1ccc(F)cc1F,34.0%[activator],-21.3,-5.2%,-0.5%,-27.6%,2.8%,u
Cc1ccc2cc(CCNC(=O)c3ccco3)c(=O)[nH]c2c1C,-5.8%,103.3,-1.4%,1.3%,-9.6%,0.3%,-21.8%
Cn1nc(-c2ccccc2)c(C(O)c2ccc(Cl)cc2)c1Cl (stereo not drawn),-16.9%,23.1,9.3%,0.1%,-2.3%,-3.2%,-7.9%
COc1cccc(NC(=O)CN(C2=NC3CS(=O)(=O)CC3S2)c2cccc(C)c2)c1 (stereo not drawn),10.1%,-2.6,0.4%,-12.9%,43.9%,-4.3%,-14.5%
O=C(Cn1cc([N+](=O)[O-])cn1)Nc1nc2ccccc2s1,-22.8%,61.7,2.6%,-9.2%,-25.1%,-7.4%,-10.2%

# Of the compounds above, these have a Cl atom:
SMILES,HCV inhibitor,HCMV inh,LmPK inh,TbPYK inhibitor,AmpC no deterg,AMA1-RON2 inh,AmpC detergent
O=C(c1cccs1)N1CCC(c2nc3c(nnn3Cc3cccc(Cl)c3)c(=O)[nH]2)CC1,22.1%,12.7,4.0%,-11.7%,43.1%,-6.0%,4.0%
O=C(Nc1cccnc1)c1ccc(Cl)c(S(=O)(=O)N2CCCCC2)c1,u,-22.4,7.9%,-1.1%,-9.2%,-0.5%,-16.9%
O=c1oc2cc(O)c(Cl)cc2c2ccccc12,-1.9%,22.3,-6.4%,-11.9%,-19.8%,1.9%,-6.1%
COc1ccccc1Cc1c(-c2ccc(Cl)cc2)nc2c(C)cc(Br)cn12,x,4.9,x,4.7%,x,-4.2%,x
N/C(=N\NC(=O)c1ccc(Cl)cc1)c1cnccn1,1.2%,16.5,-6.5%,6.0%,-5.0%,108.2%[activator],3.5%
O=C(CCNC(=O)c1ccccc1Cl)Nc1nc2ccccc2[nH]1,9.9%,16.7,x,1.2%,-17.2%,-2.0%,x
Cn1nc(-c2ccccc2)c(C(O)c2ccc(Cl)cc2)c1Cl (stereo not drawn),-16.9%,23.1,9.3%,0.1%,-2.3%,-3.2%,-7.9%
